HepG2 tox – qHTS for Inhibitors of TGF-b: Cytotox Counterscreen | 410,000 tested, 0.76% active | Potency, µM (highest dose often 46.1 µM), without a hit: at the top dose activity change, negative = cytotoxicity, usual class: cytotoxic | HepG2 CAGA-GFP viability, ATP luminescence, 18 h | AID 588856, 2011; further: potency means the concentration at half of the fitted maximal effect; some results filed as inactive show a strong effect at the top dose
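CellTiter-Glo luminescence gave cytotoxicity after 18 hours at 37 degrees C. The cells were HepG2 CAGA-GFP in 1% FBS DMEM, stimulated with 500 pg/mL TGF-beta after compound addition. %Activity was normalised to no-cell wells (complete cell-killing) and DMSO (no toxicity), and curves were fitted and classified.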
Nrf2 activator – qHTS of Nrf2 Activators. AREc32 ARE-luciferase reporter (MCF7-derived line), luminescence, 24 h. Potency, µM (series often up to 46.1 µM), for the others: top-dose activation, usual class: activators. 410,000 tested, 0.31% active. AID 624171, 2012; further: potency means the concentration at half of the fitted maximal effect; % of control where 0% means no effect; nearly all actives have a fitted effect of over 65% in size
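AREc32 cells carrying an ARE-driven firefly luciferase, 1000 cells/well in OPTI-MEM with 5% FBS, dosed after overnight attachment and incubated 24 hr at 37 deg C. Steady-Glo luminescence read after 30 min at RT.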
Nrf2 block – Nrf2 qHTS screen for inhibitors | A549 ARE-Fluc reporter, luciferase luminescence, 18-24 h | Potency, µM (top dose mostly 46 µM), without a hit: top-dose activity change, negative = inhibition, hits mostly inhibitors | 360,000 tested, 2.1% active | AID 504444, 2011; further: potency means the concentration at half of the fitted maximal effect; on the % scale 0 is the no-effect control and ±100 the full control effect; nearly all actives have a fitted effect of over 60% in size
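A549 ARE_Fluc cells, 5000/well, 5% FBS OPTI-MEM; compounds in dose-response, 18-24 h at 37 °C/5% CO2; CellTiter-Fluor viability read (Ex 405/Em 525), then BugLite luciferase luminescence = Nrf2 activity.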
MmCpn inh – Inhibitors of TCP-1 ring complex (TRiC) of Methanococcus maripaludis (MmCpn): qHTS; purified Mm-Cpn ATPase, ADP Transcreener TR-FRET; Potency, µM (highest dose often 76.9 µM), inactives show at the highest dose activity, negative = inhibition, most hits filed as inhibitors; 330,000 tested, 0.031% active; Chaperonin Mm-Cpn (Methanococcus maripaludis); further: potency means the concentration at half of the fitted maximal effect; on the % scale 0 is the no-effect control and ±100 the full control effect; nearly all actives have a fitted effect of over 80% in size
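Eu-cryptate anti-ADP/ADP-d2 competition gives a ratio inversely related to ADP. Enzyme at 25 nM was pre-exposed to compound for 10 min, then given 10 uM ATP for 30 min, 37°C throughout.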
pAkt inh – HTS Assay for Inhibitors of Akt Phophorylation: Primary Screen | Neuro2A IGF-stimulated pAkt S473 HTRF, 20 min; hits give low values | activity change, % for hits at 50 µM | 360,000 tested, 0.32% active | AID 651550, 2012; in the data active means activity change below about -80%; inconclusive means mostly about -51% to -80%; further: on the % scale 0 is the no-effect control and ±100 the full control effect
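Neuro2A cells in DMEM with 0.5% FBS, overnight at 37 deg C, given compound at single 50 µM final, then IGF (6 nM final) for 20 min at 37 deg C. Lysed; phospho-Akt Ser473 by HTRF after 24 h, 665/615 ratio.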
CCT modulator – High-Throughput Screening for Modulators of Cytosolic Chaperonin Activity; purified chaperonin ATPase assay, HTRF ADP detection, 30 min; activity change, % (test concentration not listed), hits read low; 360,000 tested, 0.3% active; in the data active means activity change below about -30%; further: on the % scale 0 is the no-effect control and ±100 the full control effect
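ATPase activity: ADP formed was measured by HTRF Transcreener (665/615 nm ratio) after 30 min at 37 deg C with 10 uM ATP. Compounds screened at one 76 uM concentration against 40 or 20 nM TRiC in Tris pH 7.4/KCl/MgCl2/DTT buffer.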
S2 tox – Viability Counterscreen for Primary qHTS for Inhibitors of ATXN expression; S2 cells (HEK-293 line with an ATXN2-luciferase reporter) viability, CellTiter-Fluor protease fluorescence, 24 h; Potency, µM (series often up to 56.7 µM), hits mostly cytotoxic; 400,000 tested, 0.49% active; AID 651635, 2014; further: potency means the concentration at half of the fitted maximal effect; nearly all actives have a fitted effect of over 40% in size
TGFb inhibitor – qHTS for Inhibitors of TGF-b; Potency, µM (doses to about 46.1 µM), inactives show top-dose activity, negative = inhibition, most hits filed as inhibitors; AID 588855, 2011; HepG2 CAGA-GFP TGF-b/SMAD3 reporter, GFP fluorescence, 18 h; TGF-beta stimulated, 500 pg/mL final; 410,000 tested, 1.2% active; further: potency means the concentration at half of the fitted maximal effect; on the % scale 0 is the no-effect control and ±100 the full control effect; nearly all actives have a fitted effect of over 65% in size
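GFP signal (ex488/em500-530) from TGF-beta-stimulated HEPG2 CAGA-GFP cells, 500 pg/mL final, 18 h at 37 degrees C in DMEM plus 1% FBS, normalized to unstimulated and DMSO-stimulated controls.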
A549 viability – Nrf2 qHTS screen for inhibitors: counterscreen for cytotoxicity. A549 ARE-Fluc cells, CellTiter-Fluor viability, 18-24 h. Potency, µM (titrated, usually from 46 µM), for the others: top-dose activity change, negative = cytotoxicity, actives largely listed as inhibitors. 390,000 tested, 0.16% active; further: potency means the concentration at half of the fitted maximal effect; on the % scale 0 is the no-effect control and ±100 the full control effect
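Cytotoxicity counterscreen: CellTiter-Fluor fluorescence was measured in A549 ARE_Fluc cells after 18-24 h of compound exposure in a concentration series. The subsequent BugLite luminescent read reports ARE-luciferase activity.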
Active calls of the source: *; i = inactive; u = inconclusive; x = no result given; [ ] = another dose, or the depositor's remark. Unless noted, the call rests on the fitted dose curve; in most records, active means well fitted curve in the direction sought with a large enough effect; inconclusive means small, poorly fitted or top-dose-only effect, or another doubt; inactive means no such curve, though single readings can be large; an effect the other way counts as inactive or inconclusive.

SMILES	HepG2 tox	Nrf2 activator	Nrf2 block	MmCpn inh	pAkt inh	CCT modulator	S2 tox	TGFb inhibitor	A549 viability
Cc1ccc2[nH]c(C(=O)NCCN3CCCC3)cc2c1	-9%	-0.2%[9.22 µM]	5%	-2%	i	2.7	i	0%	18%
C=CCNC(=O)c1ccc(N(Cc2ccc(Cl)cc2)S(C)(=O)=O)cc1	-1%	-0.6%	9%	-13%	i	-0.5	i	-8%	4%
COc1ccc(OC)c(NC(=O)c2ccc(CN3CCOCC3)cc2)c1	12%	0.2%	14%	1%	x	-1.0	i	5%	4%
CCC(C)[C@H]1CNCCN1CCc1cccc2ccccc12 (stereo partly drawn)	-32%	7.1%	-1%	2%	i	0.4	i	13%	1%
Cc1ccc(Cl)cc1NC(=O)N1CCC2(CC1)Oc1ccccc1C(=O)N2Cc1ccccc1F	-21%	0.2%	13%	x	x	x	x	x	4%
COCCOc1ccc(C(F)(F)F)cc1NC(=O)c1ccccc1	9%	0.3%	11%	-1%	i	0.2	i	14%	1%
COc1ccc(S(=O)(=O)NC(C)C(=O)NC2CC2)cc1C (stereo not drawn)	-28%	-0.5%	-1%	1%	i	-3.6	i	-20%	0%
Cn1ccnc1Sc1nc(Nc2cccc(Cl)c2)nc(N2CCOCC2)n1	-3%	0.3%	-1%	0%	x	2.4	x	0%	-11%
O=c1cnc2ccccc2n1Cc1ccc(Br)cc1	-34%	3.0%	2%	0%	i	-0.8	i	-15%	2%
COC(=O)c1n[nH]nc1-c1ccccc1	0%	-0.4%	-11%	-2%	i	-3.8	u	4%	1%
NS(=O)(=O)c1ccc(CCNCc2cc(Cl)ccc2OCc2ccccc2)cc1	-69%	2.8%[9.22 µM]	u	-1%	i	0.7	i	11µM*	u
COc1ccccc1OCCC(=O)Nc1cccc(S(=O)(=O)N2CCOCC2)c1	12%	0.1%	u	2%	i	0.2	u	4%	0%
CC(=O)Nc1cc(-c2cccc(C(=O)NCCO)c2)cn2c(-c3ccc(F)cc3)cnc12	-26%	5.5%	x	x	i	-3.1	i	-2%	x
COc1ccccc1-c1sc2ccccc2c1-c1cnc(N2CCOCC2)nc1	x	22%	x	x	i	0.1	i	x	x
COc1ccccc1CNc1ccc(-c2nc(-c3ccco3)no2)cc1[N+](=O)[O-]	14%	5.5%	u	x	x	x	i	1%	-1%
COc1cc(OC)c(NC(=S)Nc2cccc(C(C)=O)c2)cc1Cl	-14%	4.2%	-17%	-4%	i	-2.8	i	-19%	5%
CC(=O)c1cccc(CN2CCN(CCC(C)C)C(CCO)C2)c1 (stereo not drawn)	-29%	-0.2%	u	0%	i	0.5	i	-13%	-9%
CCc1nc(SCC(=O)OC)c2c3c(sc2n1)COC(C)(C)C3	12%	-0.1%	-4%	2%	i	-1.2	i	-5%	-7%
O=C(CCS(=O)(=O)Cc1ccccc1)NCCc1ccccc1	19%	0.0%	-6%	1%	i	-7.2	i	0%	-5%
CCOC(=O)CSCC(=O)Nc1nnc(-c2cccc([N+](=O)[O-])c2)s1	-15%	-0.3%	-17%	-3%	i	-2.5	i	-9%	10%
Cc1ccc(S(=O)(=O)N2CCCN(S(=O)(=O)c3ccccc3Br)CC2)cc1	-2%	-0.4%	-20%	1%	i	-0.8	i	-2%	11%
O=C(NC1CC2CCCC(C1)N2S(=O)(=O)c1ccccc1)C1CCCCC1 (stereo not drawn)	2%	0.1%	-13%	-1%	i	0.7	i	2%	1%
Cc1cc(C)cc(NC(=S)NN)c1	-19%	0.4%	1%	1%	i	-25	i	-6%	-3%
COC(=O)c1ccc2[nH]c(C(C)(C)O)c(C)c2c1	1%	5.7%	2%	-1%	i	0.3	i	26%	-4%
Cc1ccc2nc(N(CCCN(C)C)C(=O)c3ccc4ncsc4c3)sc2c1	-37%	3.9%	u	2%	i	1.3	i	2%	17%

Part of the list above, set out differently.
Every second line gives: HepG2 tox, Nrf2 activator, Nrf2 block, MmCpn inh, pAkt inh, CCT modulator, S2 tox, TGFb inhibitor, A549 viability
COc1ccccc1CNc1ccc(-c2nc(-c3ccco3)no2)cc1[N+](=O)[O-]
  14%, 5.5%, u, x, x, x, i, 1%, -1%
COc1cc(OC)c(NC(=S)Nc2cccc(C(C)=O)c2)cc1Cl
  -14%, 4.2%, -17%, -4%, i, -2.8, i, -19%, 5%
CC(=O)c1cccc(CN2CCN(CCC(C)C)C(CCO)C2)c1 (stereo not drawn)
  -29%, -0.2%, u, 0%, i, 0.5, i, -13%, -9%
CCc1nc(SCC(=O)OC)c2c3c(sc2n1)COC(C)(C)C3
  12%, -0.1%, -4%, 2%, i, -1.2, i, -5%, -7%
O=C(CCS(=O)(=O)Cc1ccccc1)NCCc1ccccc1
  19%, 0.0%, -6%, 1%, i, -7.2, i, 0%, -5%
CCOC(=O)CSCC(=O)Nc1nnc(-c2cccc([N+](=O)[O-])c2)s1
  -15%, -0.3%, -17%, -3%, i, -2.5, i, -9%, 10%
Cc1ccc(S(=O)(=O)N2CCCN(S(=O)(=O)c3ccccc3Br)CC2)cc1
  -2%, -0.4%, -20%, 1%, i, -0.8, i, -2%, 11%
O=C(NC1CC2CCCC(C1)N2S(=O)(=O)c1ccccc1)C1CCCCC1 (stereo not drawn)
  2%, 0.1%, -13%, -1%, i, 0.7, i, 2%, 1%
Cc1cc(C)cc(NC(=S)NN)c1
  -19%, 0.4%, 1%, 1%, i, -25, i, -6%, -3%

Next part
SMILES	HepG2 tox	Nrf2 activator	Nrf2 block	MmCpn inh	pAkt inh	CCT modulator	S2 tox	TGFb inhibitor	A549 viability
COc1ccccc1OCC(=O)Nc1cc(S(=O)(=O)N2CCOCC2)ccc1N1CCCCC1	-1%	-0.4%	u	-19%	i	1.4	i	-27%	-17%
COc1cccc(N=C2SC(C(=O)Nc3cccc(Cl)c3)CC(=O)N2C)c1 (stereo not drawn)	-56%	4.5%	-21%	x	x	x	x	10µM*	1%
O=C(/C=C/c1ccc2c(c1)OCCO2)c1ccc(O)cc1	-14%	5µM*	u	-1%	i	0.2	i	-33%	-7%
CCOC(=O)c1ccc(NC(=O)CCn2c(=O)c3cccn3c3cccnc32)cc1	-26%	22%	u	x	x	x	i	0%	12%
Cc1nn(C)cc1CNCc1ccc(OCC(O)CN(C)Cc2ccccc2)cc1 (stereo not drawn)	-26%	3.9%	3%	1%	i	-1.7	u	13%	u
O=S(=O)(Nc1ccccc1N1CCOCC1)c1cccs1	14%	-0.8%	-1%	-6%	i	-2.1	i	-16%	1%
C#CCOCCOCCOCCNc1nc(N2CCN(C(=O)C([C@@H](C)CC)n3cc(C(N)COC(=O)C(F)(F)F)nn3)CC2)nc(N2CCN(C(=O)[C@H](Cc3ccc(O)cc3)n3cc(C(N)[C@H](C)CC)nn3)CC2)n1 (stereo partly drawn)	3%	-0.2%	1%	x	i	-1.2	i	4%	-9%
CN(C(=O)c1cccc(NC(=O)Cc2cccc(NC(=O)C3CCCN(C(=O)c4ccccc4)C3)c2)c1)C1CCC1 (stereo not drawn)	-16%	4.5%	-6%	x	i	0.0	i	u	1%
N#CC1=C(N)OC2=C(C(=O)CCC2)C1c1ccoc1 (stereo not drawn)	-41%	0.9%	2%	1%	i	0.2	i	-2%	-1%
CCOc1ccc2[nH]c3nc(SCC(=O)NCC4CCCO4)nnc3c2c1 (stereo not drawn)	1%	0.1%	u	0%	i	-1.5	i	-9%	-3%
Cc1cc2oc(C(=O)N(Cc3ccccc3)C3CCS(=O)(=O)C3)cc(=O)c2cc1Cl (stereo not drawn)	-8%	2.6%	u	1%	i	0.6	i	-7%	-9%[1.84 µM]
CC(=O)c1c(C)cc(C)c(CSc2ccccn2)c1C	7%	0.1%	12%	1%	i	-3.3	i	2%	-1%
O=C(NCc1nc(-c2ccc(C(F)(F)F)cc2)no1)Nc1ccc(OC(F)(F)F)cc1	-90%	-0.7%	u	1%	i	-0.5	u	11µM*	u
CC(C)Oc1cc(N)c(Cl)cc1Cl	-2%	-0.2%	11%	0%	i	-2.2	i	11%	2%
Cc1ccccc1-n1ncc2c(SCC(=O)NCc3cccs3)ncnc21	-5%	2.8%	u	-1%	i	2.3	i	u	-19%
O=C(Cc1c(F)c(F)c(F)c(F)c1F)Nc1nc(-c2ccccc2)cs1	-27%	5.2%	u	1%	i	-2.1	i	u	u
CN(C1CCCCC1)S(=O)(=O)c1ccc(C(=O)N2CCN(c3nc4ccccc4s3)CC2)cc1	7%	-0.7%	u	1%	i	0.6	i	-16%	-4%
CCc1ccc(C(=O)CSc2nnc(C)c(=O)[nH]2)cc1	-24%	0.2%	6%	-1%	i	-1.5	i	2%	-7%
Cc1cc(C)n2nc(C(=O)N3CCCC(Nc4ccc(C(C)C)cc4)C3)cc2n1 (stereo not drawn)	7%	-0.4%	10%	-2%	i	2.4	i	16%	0%
C=CCSc1nc2sc3c(c2c(=O)n1CC=C)CCc1ccccc1-3	-7%	4.7%[9.22 µM]	10%	1%	i	2.5	i	-4%	u
Cc1ccc(Cl)cc1N(C)C(=O)c1cc2ccc3cccnc3c2[nH]1	13µM*	4.0%	-14%	x	x	x	x	11µM*	-4%
NC(=O)c1cc([N+](=O)[O-])ccc1NCc1cccc(N)c1	-18%	6.9%	u	-3%	i	-0.7	u	-1%	u

Source: PubChem BioAssay (National Center for Advancing Translational Sciences (NCATS))
